Source: PubChem BioAssay (National Center for Advancing Translational Sciences (NCATS))
GAA glycogen = qHTS Assay for Inhibitors and Activators of Human alpha-Glucosidase Cleavage of Glycogen. Lysosomal alpha-glucosidase (Homo sapiens), P10253. recombinant GAA, glycogen substrate, Amplex Red glucose oxidase fluorescence. Potency, µM (doses to about 76.4 µM), without a hit: top-dose activity change, negative = inhibition, actives largely listed as inhibitors. hit rate 0.38% among 300,000. AID 2100, 2009; active = well fitted inhibition curve with a large enough effect; inconclusive = small, poorly fitted or top-dose-only effect, or another doubt; inactive = no such curve, though single readings can be large or run the other way;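 also: 0% = full enzyme reaction and -100% = no-enzyme basal signal; the screen sought inhibitors and activators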
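qHTS, 1536-well; enzyme 4 nM final; cpd up to 77 uM; substrate bovine liver glycogen 30 ug; 50 mM citrate/phosphate pH 5.0, 0.01% Tween-20; 37 C, 40 min; Amplex Red detection 45 min RT; Hill fit → AC50.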
* = called active by the depositor; ? = inconclusive; [ ] = dose if it differs, or a comment. Potency is read from the fitted curve at half-maximal effect. A portion of the library. The share of hits here may be higher or lower than overall.

GAA glycogen	SMILES
2%[76.3 µM]	CC(C)N1CC(C(=O)Nc2ccc(C#N)cc2)CC1=O (configuration not stated)
-8%[76.3 µM]	CCCCn1c(N)c(N(CCOC)C(=O)c2ccc3c(c2)C(=O)N(c2cc(C)ccc2C)C3=O)c(=O)[nH]c1=O
-1%[76.3 µM]	CC(=O)N1CCSc2ccc(S(=O)(=O)N3CCC(C)CC3)cc21
-2%[76.3 µM]	COc1ccccc1NC(=O)Cn1c(C)nc2c(sc(=S)n2Cc2ccco2)c1=O
6%[76.3 µM]	COc1ccccc1CNC(=O)Cc1ccc(OC)c(OC)c1
-6%	CN(C)CCCNS(=O)(=O)c1ccc(NC2CCCCCC2)c([N+](=O)[O-])c1
-8%[76.3 µM]	Cn1nnnc1SCCCNCc1ccccc1OCc1ccc(Cl)cc1
19%[76.3 µM]	Cc1ccc(CC(=O)NCCc2ccc(S(N)(=O)=O)cc2)cc1
3%[76.3 µM]	CC(C)(C)c1ccc(C(=O)Nc2ccc(C(=O)N3CCOCC3)cc2)cc1
1%[76.3 µM]	CCOc1ccc(Cl)cc1CNCCCSc1nnnn1C
6%	O=C(NC1CCN(Cc2ccccc2Cl)CC1)c1ccccc1
-2%[76.3 µM]	COc1ccc(C)cc1S(=O)(=O)N1CCN(c2ccccc2)CC1
0%	CCc1ccc(-c2cc(C(=O)O)c3ccccc3n2)s1
-2%	O=C(O)c1ccc(S(=O)(=O)NCc2ccc3c(c2)OCO3)cc1
-8%[76.3 µM]	COc1ccc(N=Nc2ccc3ccccc3c2)c(O)c1
-1%[76.3 µM]	CN(C)CCCNC(=S)N(CCO)Cc1cc2cc3c(cc2[nH]c1=O)OCO3
-1%	CC(C(=O)O)N1C(=O)C2C3c4ccccc4C(c4ccccc43)[C@@H]2C1=O (some centres not stated)
-3%[76.3 µM]	CCOc1ccccc1NC(=O)Nc1nnc(N(C)Cc2ccccc2)s1
-17%[15.3 µM]	CCOc1cc(CN2CCc3c([nH]c4ccccc34)C2)ccc1OC
-10%	CCn1cc(C(=O)N[C@@H](C)C(=O)NCCO)c(=O)c2cc3c(cc21)OCO3
-9%[76.3 µM]	Cc1ccc(/C=C/C(=O)NCCc2cccc(Cl)c2)o1
2%[76.3 µM]	CC(C)N(C(=O)Cn1cc(S(=O)(=O)CC(=O)Nc2ccccc2)c2ccccc21)C(C)C
-1%	COc1ccccc1NC(=O)CCN1C(=O)c2ccccc2C1=O
-4%[76.3 µM]	CN(CC1CCCN(CCc2ccc(F)cc2)C1)C(=O)CCC(F)(F)F (configuration not stated)
3%	FC(F)(F)c1cccc(NC(=S)N2CCCC2)c1

(list continues)
GAA glycogen	SMILES
-6%[76.3 µM]	COc1ccc(NC(=O)Nc2nnc(N(C)C3CCCCC3)s2)c(OC)c1
-19%[76.3 µM]	Oc1ccc(N=Nc2ccc3ccccc3c2)cc1
-2%[76.3 µM]	COc1ccc(/C=C/c2nc(S(=O)(=O)c3ccccc3)c(N(C)C)o2)cc1OC
4%[76.3 µM]	O=C(O)CN1C(=O)/C(=C2\SC(=S)N(C(Cc3ccccc3)C(=O)O)C2=O)c2ccccc21 (configuration not stated)
-19%	COC(=O)c1c(C(=O)OC)c(-c2cccc(Cl)c2)n2c1CS(=O)(=O)C2
-3%	COc1ccc(N(C(=O)c2ccco2)C(C(=O)NC2CCCC2)c2ccncc2)cc1 (configuration not stated)
-7%	Cc1c(C)c2ccc(O[C@@H]3O[C@H](CO)[C@H](O)[C@H](O)[C@H]3O)cc2oc1=O
-11%[76.3 µM]	CC1CCCC(NC(=O)CCNC(=O)c2ccc([N+](=O)[O-])cc2)C1C (configuration not stated)
-16%	CCn1cc(C(=O)O)c(=O)c2cc(F)c(N3CCN(C(=S)NC(=O)c4ccccc4Br)CC3)cc21
-16%[76.3 µM]	COc1cc(C(=O)Nc2ccc3c(c2)nc(C)n3C)cc(OC)c1OC
2%[76.3 µM]	COc1ccc(/C=N/NC(=O)c2cc3c(ccc4ccccc43)o2)cc1OC
15%[76.3 µM]	CCCN1CCN(C(=O)Cn2nc(CC)n3c(cc4sccc43)c2=O)CC1
-1%	Cc1cc2c3c([nH]c2cc1S(=O)(=O)NCCCOC(C)C)CC(C)(C)CC3=O
-11%[76.3 µM]	O=C(CSc1ccc2c(c1)OCCO2)Nc1ccc(Br)cn1
2%[76.3 µM]	Cn1c(CNC(=O)c2ccco2)nnc1SCCOc1ccccc1
12%[76.3 µM]	COc1ccc(CNC(=O)COCc2cc(-c3ccc4c(c3)OCO4)on2)cc1
-9%[76.3 µM]	COC(=O)c1ccc(CNC(=O)C2CCC(=O)N(Cc3ccccn3)C2)cc1 (configuration not stated)
12%[76.3 µM]	COc1ccc(OCC(O)CN2CCCC2)cc1 (configuration not stated)
-3%	CC(=O)Nc1ccc(N(C(=O)Cc2cccs2)C(C(=O)NC2CCCC2)c2ccncc2)cc1 (configuration not stated)
-8%	COc1cccc2cc(C(=O)NC(C)c3ccccc3)c(=O)oc12 (configuration not stated)
-2%[76.3 µM]	O=C(C1=C(O)C(=O)N(CCN2CCOCC2)C1c1ccco1)c1cc2ccccc2o1 (configuration not stated)
-3%[76.3 µM]	CCOc1ccc(CN(C)C(=O)CNC(=O)Cc2cccc3ccccc23)cc1
10%[76.3 µM]	COc1ccc(OC)c(CCNC(=O)c2nc(-c3ccc(Cl)cc3)n3c2CCCCC3)c1
9%[76.3 µM]	Cc1cccc(CN2CCN(Cc3ccco3)CC2)c1
2%	CN(C(=O)c1ccc2ccccc2c1)c1ccccn1

Other results follow:
GAA glycogen	SMILES
3%	O=C(CN(C(=O)Cn1nnc(-c2ccc(F)cc2)n1)c1ccc(F)cc1)NC1CCCC1
-10%[76.3 µM]	NS(=O)(=O)c1ccc(NC(=S)N2CCCC2)cc1
-14%[76.3 µM]	Cc1ccc2c(C)c(C(=O)NCCc3ccco3)oc2c1C
-6%	CCn1c(=O)c2c(nc(SCC(=O)N3CCC(C)CC3)n2C)n(C)c1=O
-19%[76.3 µM]	COc1cc(CN(C)CC2CCCN(CCc3ccc(F)cc3)C2)c(Cl)cc1O (configuration not stated)
-15%	CC(C)(C)NC(=O)C(c1ccco1)N(Cc1ccc2c(c1)OCO2)C(=O)c1snc(C(N)=O)c1N (configuration not stated)
-14%[76.3 µM]	O=C(CN1CCN(S(=O)(=O)c2ccccc2)CC1)NCc1ccccc1
-5%	Cc1cc2oc(=O)cc(CN(C)Cc3cccc(F)c3)c2cc1Cl
16%[76.3 µM]	CC(NCCCOc1cccc2ccccc12)c1ccccc1 (configuration not stated)
0%	Cc1ccc(-c2cc(-c3ccccc3)nc(N)c2C#N)o1
-4%[76.3 µM]	CC(C)CN(C(=O)c1ccc(C(F)(F)F)cc1)c1c(N)n(CC(C)C)c(=O)[nH]c1=O
10%[76.3 µM]	CCCCn1c(-c2cccc3ccccc23)nc2cc3[nH]c(=O)c(C(C)C)nc3cc21
1%	CCC(OC(=O)c1ccco1)C(=O)NC1CCCC1 (configuration not stated)
0%[76.3 µM]	O=C(O)c1ccc(/C=C2\SC(=S)N(NC(=O)c3ccc(Br)cc3)C2=O)cc1
0%[76.3 µM]	O=S(=O)(Nc1ccc(Br)cn1)c1ccc(Cl)s1
-2%[76.3 µM]	Cc1cc(C(=O)Nc2ccccc2[N+](=O)[O-])cs1
-10%[76.3 µM]	O=C(NCCc1ccccc1)c1ccccc1Cl
-3%[76.3 µM]	COC(=O)c1ccc(CN2CCc3ccc(NC(=O)c4ccncc4)cc3C2)cc1
-1%[76.3 µM]	Cc1ccc(/C=N/NC(=O)C(C)Oc2cccc3ccccc23)o1 (configuration not stated)
5%[76.3 µM]	Cc1cccc(CSc2nc3c(c(=O)[nH]2)C(c2cccc(O)c2)CC(=O)N3)c1 (configuration not stated)
1%[76.3 µM]	Cc1ccc(OCC(=O)NNC(=S)NC(=O)C2CCCCC2)c(C)c1
-14%[76.3 µM]	Cc1ccc(S(=O)(=O)N2CCOCC2)cc1C(=O)Nc1ccccc1F
9%[76.3 µM]	O=C(Cc1ccc([N+](=O)[O-])cc1)Nc1ccc2c(c1)CCC2
-14%	O=C(CCn1c(=O)oc2ccccc21)NCCCN1CCOCC1
8%[76.3 µM]	CCc1ccc(OCCSc2nc3ccccc3n2CC(=O)N2CCCCC2)cc1

Remaining list, next part
GAA glycogen	SMILES
2%[76.3 µM]	COc1cccc(CNC(=O)Cn2c(=O)n(CCC(=O)N3CCCCC3)c(=O)c3sccc32)c1
-1%[76.3 µM]	COc1ccc(-c2c(NC(=O)c3ccco3)oc3c(C)cccc3c2=O)cc1
-15%[76.3 µM]	Fc1ccccc1N1CCN(CC2CCCCC2)CC1
-9%[76.3 µM]	COc1cc2ccccc2cc1C(=O)Nc1cc(C)ccn1
-2%[76.3 µM]	CCc1ccc(CN2CCC(C(=O)Nc3ccc(-n4nc(C)cc4C)cc3)CC2)o1
-6%[76.3 µM]	CN(c1nnc(NC(=O)Nc2ccccc2C(F)(F)F)s1)C1CCCCC1
-1%[76.3 µM]	CC(C)(C)c1ccc(-c2n[nH]c(=S)n2-c2ccccc2)cc1
1%[76.3 µM]	CCN(Cc1ccccc1)C(=O)c1oc2ccc(C)cc2c1C
-3%[76.3 µM]	Cc1cccc(Cn2c(N3CCN(C)CC3)nc3c2c(=O)n(C)c(=O)n3C)c1
0%	Oc1ccc(Br)cc1-c1n[nH]c(=S)n1Cc1ccccc1
-2%	CC(=O)C1=C(O)C(=O)N(c2ccc(Br)cc2)C1c1ccc([N+](=O)[O-])cc1 (configuration not stated)
12%[76.3 µM]	CC1=C(C(=O)NCc2ccccc2Cl)C2(CCCCCC2)OC1=O
-7%[76.3 µM]	CCN(CC)c1ccc(/C=N/NC(=O)c2c(-c3ccccc3)noc2C)cc1
-7%[76.3 µM]	Cc1ccc(/C(N)=N/OC(=O)CN(C)S(=O)(=O)c2ccc(C)cc2)cc1
-26%[76.3 µM]	CSc1ccccc1OCc1cc(C(=O)N2CCc3[nH]cnc3C2c2ccccn2)no1 (configuration not stated)
?	COc1ccc(O)c(C(=O)c2cnn(-c3ccccc3)c2)c1
7%	COc1ccc(/C=C2\CCC(C3CCCC3)C2=O)c(OC)c1OC (configuration not stated)
0%[76.3 µM]	CC(C)(C)n1nc2c(c1NC(=O)c1ccccc1C(F)(F)F)CS(=O)(=O)C2
-23%	COc1cc(/C=C/c2cccc[n+]2C)ccc1OCC(=O)Nc1ccccc1C
-11%[76.3 µM]	O=C(Cc1cccs1)NCCc1ccc(Cl)cc1
13%[76.3 µM]	Cc1ccc(OCCCCN2CCc3ccccc3C2)c(C)c1
6%	C=CCNC(=O)CSc1nc2sc3c(c2c(=O)n1CCC)CCC3
0%[76.3 µM]	CC(C)Oc1ccc(C(=O)Nc2nc3c(s2)CC(C(C)(C)C)CC3)cc1 (configuration not stated)
0%[76.3 µM]	CCC(C(=O)Nc1cc(-c2nc3cccnc3s2)ccc1C)c1ccccc1 (configuration not stated)
-2%[76.3 µM]	COc1ccc(C(=O)C2CCCN(C(=O)CCNC(C)=O)C2)cc1OC (configuration not stated)

The results go on:
GAA glycogen	SMILES
11%[76.3 µM]	O=C(COc1cccc(Cl)c1)N1CCC(c2nc3ccccc3s2)CC1
-3%	CCCCN(CC)CCNC(=O)c1cc2cc3ccc(Cl)cc3nc2o1
-6%[76.3 µM]	Cc1ccc(-c2cc(C(=O)N(Cc3ccc(C(C)(C)C)cc3)Cc3ccco3)no2)cc1
0%	CCOC(=O)c1cc(NC(=O)CN2CCCC2)cc(C(=O)OCC)c1
11%[76.3 µM]	NCCC(=O)N1c2ccccc2Sc2ccccc21
-6%[76.3 µM]	CC1Cc2ccccc2N1C(=S)NC1CCCC1 (configuration not stated)
-10%[76.3 µM]	CCC1CCCCN1C(=O)CSc1nc2ncccc2[nH]1 (configuration not stated)
2%	CCNc1c(NS(=O)(=O)c2ccc(C3CCCCC3)cc2)c(=O)oc2ccccc12
0%[76.3 µM]	Cn1cnnc1SCC(=O)NC1CCCN(Cc2ccc(Cl)cc2)C1 (configuration not stated)
3%	O=C(COc1ccc(Cl)cc1Cl)N1CCN(C(=O)c2ccco2)CC1
-1%[15.3 µM]	O=C1C2=C(C(=O)c3ccccc31)C1O[C@](c3ccsc3)(Cc3c1ccc1ccccc31)O2
-5%	O=C(NCCN1CCN(S(=O)(=O)c2ccccc2)CC1)C(=O)Nc1ccc(F)cc1
-3%[76.3 µM]	O=C(c1ccccc1)N1CCC2(CC1)NCCc1[nH]cnc12
-4%	COc1ccc(N2CCN(C(=O)CCc3ccccc3OC)CC2)cc1
-3%	CCC1CN(C(=O)NCc2ccc(C)cc2)c2cc(C)ccc2O1 (configuration not stated)
-3%	Cc1ccc2c(c1)C(c1ccccc1)N(C(=O)CC(C)C)CC(=O)N2 (configuration not stated)

Grouped by structure, the compounds so far with a tert-butyl group.
GAA glycogen	SMILES
3%[76.3 µM]	CC(C)(C)c1ccc(C(=O)Nc2ccc(C(=O)N3CCOCC3)cc2)cc1
-15%	CC(C)(C)NC(=O)C(c1ccco1)N(Cc1ccc2c(c1)OCO2)C(=O)c1snc(C(N)=O)c1N (configuration not stated)
-1%[76.3 µM]	CC(C)(C)c1ccc(-c2n[nH]c(=S)n2-c2ccccc2)cc1
0%[76.3 µM]	CC(C)(C)n1nc2c(c1NC(=O)c1ccccc1C(F)(F)F)CS(=O)(=O)C2
0%[76.3 µM]	CC(C)Oc1ccc(C(=O)Nc2nc3c(s2)CC(C(C)(C)C)CC3)cc1 (configuration not stated)
-6%[76.3 µM]	Cc1ccc(-c2cc(C(=O)N(Cc3ccc(C(C)(C)C)cc3)Cc3ccco3)no2)cc1
